Source: PubChem (several laboratories)
Runt-SMMHC FRET: inhibitors of RUNX1 Runt–CBFb-SMMHC binding, primary screen, biochemical, FRET, Cerulean-Runt, Venus-CBFb-SMMHC, uHTS. AID 1434, 2008. actives 0.74% (n = 220,000). Runt-related transcription factor 1 (Homo sapiens) + Core-binding factor subunit beta …. inhibition, % at 20 µM. Cerulean-Runt/Venus-CBFb-SMMHC FRET ratio 530/480, 1 h;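 active = mean inhibition across duplicate retests at 20 µM reaching about 50%, limit read from the data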;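 also: 0% = DMSO wells and 100% = wells with excess untagged CBFb-SMMHC; inhibitors lower the FRET ratio by blocking Runt binding to CBFb-SMMHC; some results filed as inactive read as strong as hits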
Target sequence (Q01196 whole entry, looked up): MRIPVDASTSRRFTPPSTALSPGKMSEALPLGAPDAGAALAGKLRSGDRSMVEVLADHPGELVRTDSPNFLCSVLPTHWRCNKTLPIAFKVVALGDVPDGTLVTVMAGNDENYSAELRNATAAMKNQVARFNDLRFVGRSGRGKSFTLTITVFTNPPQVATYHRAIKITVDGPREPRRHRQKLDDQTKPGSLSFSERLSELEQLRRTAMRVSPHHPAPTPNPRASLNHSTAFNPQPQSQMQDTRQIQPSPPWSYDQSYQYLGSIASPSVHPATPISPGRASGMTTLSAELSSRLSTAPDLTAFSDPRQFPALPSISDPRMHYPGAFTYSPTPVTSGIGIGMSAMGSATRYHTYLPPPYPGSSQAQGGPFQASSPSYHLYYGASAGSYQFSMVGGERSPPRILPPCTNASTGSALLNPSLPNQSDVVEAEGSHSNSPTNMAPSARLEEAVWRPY
Target sequence (Q13951 whole entry, looked up): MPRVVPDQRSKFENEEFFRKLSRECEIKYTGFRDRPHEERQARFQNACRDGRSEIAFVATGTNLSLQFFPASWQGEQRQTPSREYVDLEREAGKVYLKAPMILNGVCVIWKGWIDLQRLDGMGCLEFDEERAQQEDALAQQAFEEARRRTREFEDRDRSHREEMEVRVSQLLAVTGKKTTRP
Thrombin inh: human alpha-thrombin inhibitors, primary screen, counter-screen for coagulation protease inhibitor project, biochemical, 1536-well, fluorogenic AMC substrate; Prothrombin (Homo sapiens), P00734; Boc-VPR-AMC fluorogenic substrate cleavage; inhibition, % at 5 µM; actives 0.26% (n = 220,000); AID 1046, 2008;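 active = inhibition at or above 40%; inactive = inhibition below 40%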;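 also: 0% = enzyme with no compound and 100% = wells without enzyme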
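System: human alpha-thrombin protein; Compound dosing: one concentration per compound, 5 µM, with 0.2% DMSO; Timing: reaction at room temperature; Technique: AMC fluorescence, 355/460 nm; Controls: enzyme without compound as high, wells lacking enzyme as low.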
hK5 inh: human KLK5 protease inhibitors, primary screen, biochemical, 1536-well. recombinant hK5, fluorogenic AMC substrate cleavage. inhibition, % at 5 µM. actives 0.59% (n = 210,000). AID 873, 2007;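 active = inhibition of 40% or more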;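 also: 0% = enzyme controls without compound and 100% = no-enzyme blanks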
Target sequence (Q9Y337 67-293 limits assumed): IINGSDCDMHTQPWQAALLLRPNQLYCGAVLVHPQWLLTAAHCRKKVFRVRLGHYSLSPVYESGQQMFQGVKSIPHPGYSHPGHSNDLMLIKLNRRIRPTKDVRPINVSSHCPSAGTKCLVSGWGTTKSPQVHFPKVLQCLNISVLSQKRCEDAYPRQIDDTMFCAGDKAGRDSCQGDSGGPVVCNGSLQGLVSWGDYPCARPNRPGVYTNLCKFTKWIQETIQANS
Hck Nef HTS: inhibitors of Nef-activated human Hck kinase, primary screen, biochemical, Z-Lyte FRET, 384-well, Hck-YEEI. actives 0.68% (n = 220,000). Tyrosine-protein kinase HCK (Homo sapiens), P08631. Recombinant Hck-YEEI plus Nef, Z-Lyte FRET kinase assay. inhibition, % at 20 µM;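 active = Hck-Nef kinase inhibition above about 50%, limit read from the data; inactive = inhibition below that limit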;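 also: 0% = DMSO with Hck plus Nef and 100% = Hck alone without Nef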
FXIIa inh 1536: human FXIIa protease inhibitors, primary screen, biochemical, 1536-well. actives 0.3% (n = 220,000). Coagulation factor XII (Homo sapiens), P00748. inhibition, % at 5 µM. purified FXIIa, Boc-QGR-AMC fluorogenic substrate, 2 h; in the data active = inhibition above about 40%;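 also: 0% = enzyme with no compound and 100% = blank without enzyme; many of its hits are not listed in these tables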
FXIa inh 1536: human FXIa protease inhibitors, primary screen, biochemical, 1536-well. AID 798, 2007. inhibition, % at 5 µM. purified FXIa, Boc-Glu-Ala-Arg-AMC fluorogenic substrate. actives 0.14% (n = 220,000). Coagulation factor XI (Homo sapiens), P03951;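 active = inhibition of at least 40%; inactive = inhibition below 40%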;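 also: fluorescence of freed AMC excited at 355 nm; 0% = enzyme without compound and 100% = no enzyme blank; many of its hits are not listed in these tables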
Wee1 degr inh: Wee1 degradation inhibitors, primary screen, cell-based, HeLa, Wee1K328M-luciferase, luminescence | Wee1-like protein kinase (Homo sapiens), P30291 | HeLa Luc-Wee1K328M stability; 100% = proteasome inhibitor MG132 effect | reporter increase, % at 5 µM | actives 1.2% (n = 220,000) | AID 1321, 2008;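 active = activation above the mean of all tested compounds plus 3 SD, set per screening run, cut at about 8.8% in these data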;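 also: cells exposed to compound for 20 h before luminescence read; 0% = DMSO alone and 100% = MG132 at 30 µM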
Runt-CBFb FRET: inhibitors of RUNX1 Runt–CBFb binding, primary screen, biochemical, FRET, Cerulean-Runt, Venus-CBFb, uHTS; Runt-related transcription factor 1 (Homo sapiens) + Core-binding factor subunit beta …; Cerulean-Runt/Venus-CBFb FRET ratio 530/480, 1 h; inhibition, % at 20 µM; actives 0.46% (n = 220,000); AID 1496, 2009;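 active = inhibition over about 50% at 20 µM in the single-dose screen, limit read from the data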;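 also: 0% = DMSO wells and 100% = excess unlabeled CBFb competitor control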
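Measured by: fluorescence energy transfer, 422 nm excitation, 530/480 nm emission; Assay system: Cerulean-Runt domain; Medium: Tris pH 7.5 buffer with BSA; Measure: loss of energy transfer signal; Controls: 5 µM unlabeled CBFb as full-inhibition high control; Incubation: protein complex preformed 1 h, compound exposure 1 h, room temperature, dark.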
14-3-3 Bad inh: inhibitors of 14-3-3 zeta/Bad binding, primary screen, biochemical, TR-FRET, bovine 14-3-3 zeta. 14-3-3 protein zeta/delta (Bos taurus), P63103. TR-FRET 14-3-3zeta/Dy647-pBad peptide displacement, 1 h. inhibition, % at 21.7 µM. actives 0.71% (n = 220,000). AID 781, 2007;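 active = inhibition above about 70%, limit read from the data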;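 also: 0% = full 14-3-3 plus peptide FRET controls and 100% = background without 14-3-3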
* marks the source's active call; other numbers are inactive results; . = not tested or not shown; [ ] = another dose, or the depositor's remark.

The line under a structure holds: Runt-SMMHC FRET | Thrombin inh | hK5 inh | Hck Nef HTS | FXIIa inh 1536 | FXIa inh 1536 | Wee1 degr inh | Runt-CBFb FRET | 14-3-3 Bad inh
- Cc1nn(-c2ccc(F)cc2)c(Cl)c1/C=N/NC(=O)c1cccc(S(=O)(=O)N2CCCC2)c1
  1 | -4 | -58 | -3 | 4 | 7 | -3 | -2 | 15
- O=C(N/N=C/c1ccsc1)c1cc(-c2cccs2)nc2ccccc12
  3 | -4 | -14 | 5 | 0 | -3 | 3 | -2 | 1
- O=C(O)Cc1sc(-c2ccccc2Cl)nc1-c1ccccc1
  1 | 1 | 1 | -13 | 10 | 3 | -3 | 4 | -4
- O=C(O)C1CCN(C(=O)COc2ccc(Br)cc2)CC1
  2 | -7 | -2 | -2 | 7 | -3 | 0 | 0 | -1
- CCC(c1nnnn1Cc1ccco1)N(CCN1CCOCC1)Cc1cc2cc(C)ccc2[nH]c1=O (centres undefined)
  -1 | -3 | -18 | 1 | 13 | 1 | -1 | 7 | 1
- N/C(=N/OC(=O)c1ccccc1Cl)c1nonc1N
  1 | -5 | -5 | 16 | 10 | -3 | 0 | 1 | -8
- Cc1ccc(S(=O)(=O)N2CCC(C(=O)N[C@@H](C)C(=O)NCc3ccccc3)CC2)cc1
  -4 | -4 | -1 | 0 | 5 | -4 | -1 | 0 | 8[fluorescence artefact?]
- Cc1noc(C)c1CSc1nc2ccccc2c(=O)n1-c1ccc(Cl)cc1
  2 | 2 | 11 | 2 | 11 | -17 | 4 | 0 | 15[fluorescence artefact?]
- CCOC(=O)CCNC(=O)N1CCCC(CNS(=O)(=O)Cc2ccccc2)C1 (centres undefined)
  -1 | -17 | -4 | 17 | 6 | -7 | -2 | -1 | 6
- COc1ccc(C(=O)c2oc3ccc(OC)cc3c2NC(C)=O)cc1
  -3 | -14 | -7 | 28 | -3 | -1 | -2 | 0 | 4
- c1ccc(-c2nc3nc4ccccc4nc3n2CC2CCCO2)cc1 (centres undefined)
  2 | -2 | 1 | 23 | 4 | -1 | -2 | 1 | 3
- CCc1cc2c(SCC(=O)N(CC)c3c(N)n(Cc4ccccc4)c(=O)[nH]c3=O)ncnc2s1
  0 | . | 21 | 5 | 33 | 35 | -2 | -2 | 6
- CC(=O)CCC(=O)OCC(=O)c1ccc(C(F)(F)F)cc1
  2 | 13 | 18 | -13 | 34 | 27 | 0 | 1 | -5
- c1ccc(SCCc2ccncc2)cc1
  -3 | 0 | -19 | 0 | 8 | -8 | 3 | . | -5
- O=C(CSCc1cccc(Br)c1)NC1CC1
  -2 | 5 | 7 | 1 | 9 | -1 | 8 | 1 | 14[fluorescence artefact?]
- CCOC(=O)C1CCN(C/C=C/c2ccccc2OC)CC1
  -2 | 5 | 1 | -1 | 21 | 4 | 0 | 0 | -1
- Cc1sc2nc(C(C)C)oc(=O)c2c1C
  3 | -16 | -19 | 1 | 2 | -7 | -2 | 3 | -9
- O=C(CSc1nc2c(c(C(F)(F)F)n1)CCc1ccccc1-2)NCc1ccccc1
  2 | -1 | -8 | 8 | 14 | 5 | -2 | -5 | -10
- O=C(NCCN1C(=O)S/C(=C\c2ccc(Cl)c(Cl)c2)C1=O)c1ccc2c(c1)C(=O)N(Cc1ccncc1)C2=O
  -10 | -11 | -19 | 29 | 6 | 4 | 0 | -2 | 20[fluorescence artefact?]
- COCCNC(=O)C(C)OC(=O)c1nsc(Cl)c1Cl (centres undefined)
  -2 | 1 | -13 | -1 | 16 | 20 | 1 | 0 | 2
- CCN1CCN(CC(=O)c2c[nH]c3ccc(C)cc23)CC1
  1 | 7 | 5 | 0 | 8 | 1 | 3 | 2 | -6
- CC(=O)Nc1cc(-c2nn(C)c(=O)c3ccccc23)ccc1N1CCOCC1
  -3 | 0 | 1 | -1 | 12 | -10 | -2 | 1 | -2
- CC(Oc1ccc(Cl)cc1)C(=O)/C=C/N(C)C (centres undefined)
  -1 | 7 | -12 | 1 | 7 | 4 | -2 | -2 | -14
- O=C(Nc1nccs1)c1ccc(N2C(=O)[C@@H]3[C@H](C2=O)[C@H]2C=C[C@@H]3C2)cc1
  2 | 2 | 2 | 30 | 5 | 2 | 0 | 2 | 1
- COC(=O)c1sccc1NC(=O)c1ccco1
  1 | . | . | 3 | . | . | -3 | 0 | .
- Cc1cnc(NC(=O)c2c(-c3ccccc3)noc2C)s1
  1 | -3 | 1 | 26 | 6 | 0 | -2 | 0 | 1
- COC(=O)c1c(N)sc2c1CCN(c1ncc(C(F)(F)F)cc1Cl)C2
  19 | 3 | -9 | 1 | 17 | 10 | 1 | 4 | -5[fluorescence artefact?]
- Cn1c(=O)c(=O)n(C)c2cc(S(=O)(=O)Nc3ccc4c(c3)OCCO4)ccc21
  -1 | 1 | 3 | 0 | 33 | 14 | 0 | 1 | -13
- COc1ccc(-c2csc(N3CCC(C(N)=O)(N4CCCCC4)CC3)n2)cc1
  6 | 2 | 5 | -24 | 15 | 2 | 3 | 4 | -4
- CCOC(=O)C1CCN(C(=O)COc2ccc(N(C)S(=O)(=O)c3cccs3)cc2)CC1
  -2 | 12 | 25 | 1 | 33 | -4 | -2 | -1 | -1

Compound profiles (already shown). Values in the order: Runt-SMMHC FRET | Thrombin inh | hK5 inh | Hck Nef HTS | FXIIa inh 1536 | FXIa inh 1536 | Wee1 degr inh | Runt-CBFb FRET | 14-3-3 Bad inh
CCOC(=O)C1CCN(C/C=C/c2ccccc2OC)CC1 reads -2 | 5 | 1 | -1 | 21 | 4 | 0 | 0 | -1
Cn1c(=O)c(=O)n(C)c2cc(S(=O)(=O)Nc3ccc4c(c3)OCCO4)ccc21 reads -1 | 1 | 3 | 0 | 33 | 14 | 0 | 1 | -13

(continued)
The line under a structure holds: Runt-SMMHC FRET | Thrombin inh | hK5 inh | Hck Nef HTS | FXIIa inh 1536 | FXIa inh 1536 | Wee1 degr inh | Runt-CBFb FRET | 14-3-3 Bad inh
- O=C(CSc1nnc(Nc2ccccc2F)s1)Nc1cccc(S(=O)(=O)N2CCCCC2)c1
  -54 | -10 | -18 | 9 | 8 | 3 | -2 | 1 | -17[fluorescence artefact?]
- CCCCC(CC)C(=O)Nc1ccc(C)c(O)c1 (centres undefined)
  -2 | -2 | 1 | 16 | 5 | -3 | -1 | 0 | -5
- O=C(O)c1cccc(S(=O)(=O)N(Cc2ccccc2)c2ccccc2)c1
  -6 | -5 | -2 | -14 | 7 | -3 | -1 | 1 | 22
- CC(C)(C)NC(=O)CCc1ncc(C(F)(F)F)cc1Cl
  -1 | -6 | 3 | 12 | 5 | -5 | 2 | -1 | 20
- O=C(N/N=C/c1ccccn1)c1cc(C2CC2)[nH]n1
  7 | 7 | -11 | 20 | 8 | -3 | -1 | 4 | -13
- CC(C)Cn1c(N)c(C(=O)COC(=O)C2=COCCO2)c(=O)n(C)c1=O
  . | 6 | 4 | 0 | 11 | 3 | 1 | . | -15[fluorescence artefact?]
- O=c1ccc(C(F)(F)F)cn1Cc1cc(=O)n2ccsc2n1
  -1 | -5 | -7 | 23 | 12 | 0 | -4 | 1 | 4
- Cc1nn(C)c(C)c1S(=O)(=O)N(CC(=O)Nc1ccc2c(c1)OCO2)c1ccc(C(C)C)cc1
  4 | 3 | 10 | -5 | 2 | 0 | 3 | -5 | 16
- Fc1cccc(Nc2ncnc3[nH]ncc23)c1
  -4 | 2 | -2 | 42 | 11 | -2 | 2 | -1 | 0
- c1cc(-c2noc(CCC3CCCC3)n2)ccn1
  3 | -3 | 1 | 13 | 12 | -7 | 0 | 0 | 9
- CCN(CC)C(=O)C(Cc1ccccc1)N1C(=O)c2ccccc2C1=O (centres undefined)
  -3 | 0 | -8 | 0 | 7 | 8 | 2 | 0 | -3
- Cc1cccc(-c2nc(=S)c3c(n2Cc2ccco2)CCCC3)c1
  3 | 0 | 2 | 9 | 19 | 0 | 1 | 18 | -4
- CC1(C)CN=C(N2CCN(c3ncnc4sc5c(c34)CCCC5)CC2)S1
  1 | -1 | -11 | 0 | 11 | 0 | -3 | -2 | -5[fluorescence artefact?]
- COc1ccc(N2C3=C(C(=O)CC(C)(C)C3)C(c3cnn(C)c3)C3=C2CC(C)(C)CC3=O)cc1
  82* | -6 | -13 | 55* | -9 | -10 | -2 | 107* | -5
- CCC(C#CCN1CCOCC1)(CC)OCCC#N
  -3 | -3 | -17 | 1 | -2 | -5 | -2 | 0 | -3
- CCCCN(C)C(=O)c1cc2cc3cc(OC)ccc3nc2o1
  -4 | -4 | 1 | 11 | -6 | -2 | 10* | -5 | 1
- COc1ccc(S(=O)(=O)N2CCc3ccccc32)cc1NC(C)=O
  1 | -1 | 5 | -10 | 7 | 1 | 0 | 1 | 5
- CC1CC(C)CN(C2CCN(Cc3cccnc3)CC2)C1 (centres undefined)
  -4 | -3 | -19 | 5 | 4 | 0 | 2 | -2 | 79*
- O=C(CCN1c2ccccc2Sc2ccccc21)OCc1nnc(-c2ccccc2)o1
  -1 | -10 | -4 | 0 | -1 | 5 | -1 | -4 | -8[fluorescence artefact?]
- Cc1nc(CSc2nnc3scc(-c4ccc(Cl)cc4)n23)cs1
  3 | 6 | 1 | 13 | 13 | 8 | -1 | 0 | .
- c1cncc(-c2nnc(C3CCCCC3)o2)c1
  -1 | -5 | 0 | 2 | -6 | -1 | 0 | -2 | -10
- CCOC(=O)c1[nH]c(C)c(/C(O)=C2\C(=O)C(=O)N(CCN(C)C)C2c2cccc(OC)c2OC)c1C (centres undefined)
  -5 | 2 | -23 | -1 | 19 | 6 | -2 | -2 | 14
- CCCCNCCOCCOc1ccc(C)cc1Br
  3 | -10 | -19 | 3 | 10 | 2 | 1 | -2 | -16
- Cc1nc(-n2[nH]c3c(c2=O)CCCC3)[nH]c(=O)c1Cc1ccccc1
  -9 | 5 | -265 | 3 | 22 | 6 | 7 | 1 | -6
- O=C(NC(=S)NCC1COc2ccccc2O1)c1ccccc1 (centres undefined)
  0 | 0 | -9 | -1 | 2 | -5 | -2 | -1 | -20
- O=C(Nc1cccc(Cl)c1)OCc1cnc(Cl)s1
  0 | -6 | 1 | -1 | -1 | -8 | 3 | 0 | 0
- Cc1cc(C)c2c(=O)n(CC(=O)NCCCN3CCOCC3)sc2n1
  66 | -2 | -5 | -3 | 19 | 7 | -1 | 1 | 11
